# TGFb SMAD3 inh: inhibitors of TGF-b signaling; HepG2 CAGA-GFP TGF-b/SMAD3 reporter, GFP fluorescence, 18 h; TGF-beta stimulated, 500 pg/mL final; Potency, µM (doses to about 46.1 µM), inactives show at the top dose activity, negative = inhibition, actives largely listed as inhibitors; hit rate 1.2% among 410,000; AID 588855; also: potency is read from the fitted curve at half-maximal effect; % is scaled to controls: 0 for no effect and ±100 for the full control effect; nearly all actives have a fitted effect of over 65% in size
#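 Read-out: total well GFP (ex488/em500-530) summed from mean per-cell fluorescence. Cells: HEPG2 CAGA-GFP, 1% FBS DMEM, 18 h at 37 degrees C with 500 pg/mL final TGF-beta. Unstimulated wells served as the full-inhibition control; stimulated DMSO wells = 0%.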
# Nrf2 ARE act: activators of Nrf2 (ARE) signaling; hit rate 0.31% among 410,000; AID 624171; Potency, µM (doses to about 46.1 µM), inactives show at the highest dose activation, most hits filed as activators; AREc32 ARE-luciferase reporter (MCF7-derived line), luminescence, 24 h; also: potency is read from the fitted curve at half-maximal effect; % of control where 0% means no effect; nearly all actives have a fitted effect of over 65% in size
#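 Reporter line AREc32 (ARE-Fluc), seeded overnight in OPTI-MEM with 5% FBS; compound pin-transferred, 24 hr at 37 deg C, 5% CO2; luminescent read-out.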
# Abeta rescue: compounds reversing amyloid beta toxicity in yeast | AID 1347071 | hit rate 0.063% among 410,000 | Potency, µM (highest dose often 46.1 µM), inactives show top-dose growth rescue, actives largely listed as activators | yeast expressing A-beta42, growth rescue, OD600, 48 h; response scale: 0% DMSO, 100% iron-clioquinol control; also: potency is read from the fitted curve at half-maximal effect; nearly all actives have a fitted effect of over 55% in size
#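 Growth rescue measured by 600 nm absorbance after 48 h yeast culture at 30 C with compound. Values normalized between DMSO and an equimolar ferric chloride plus clioquinol control.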
# Akt phos inh: Akt phosphorylation inhibition. Neuro2A IGF-stimulated pAkt S473 HTRF, 20 min; hits give low values. activity change, % for hits at 50 µM. hit rate 0.32% among 360,000; in the data active = activity change below about -80%; inconclusive = mostly about -51% to -80%; also: % is scaled to controls: 0 for no effect and ±100 for the full control effect
#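 Single-point screen (50 µM final compound) in Neuro2A cells stimulated 20 min with 6 nM IGF at 37 deg C. After lysis, Ser473-phosphorylated Akt read by HTRF (ex 330 nm, em 615/665 nm) as the 665/615 ratio.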
# CCT modulator: modulators of cytosolic chaperonin (CCT/TRiC) activity; purified chaperonin ATPase assay, HTRF ADP detection, 30 min; activity change, % (no concentration beside the values), hits read low; hit rate 0.3% among 360,000; AID 651819; in the data active = activity change below about -30%; also: % is scaled to controls: 0 for no effect and ±100 for the full control effect
#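 TRiC at 40 or 20 nM final (batch-dependent) in 30 mM Tris pH 7.4, 100 mM KCl, 5 mM MgCl2, 1 mM DTT, with compound at single 76 uM and 10 uM ATP, 30 min at 37 deg C. ADP detected by HTRF Transcreener, 665/615 ratio.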
# Nrf2 block: blocks Nrf2 signaling; hit rate 2.1% among 360,000; Potency, µM (series often up to 46 µM), inactives show at the highest dose activity change, negative = inhibition, hits mostly inhibitors; A549 ARE-Fluc reporter, luciferase luminescence, 18-24 h; AID 504444; also: potency is read from the fitted curve at half-maximal effect; % is scaled to controls: 0 for no effect and ±100 for the full control effect; nearly all actives have a fitted effect of over 60% in size
#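 Cells were seeded and rested 2 h, then exposed to compounds for 18-24 h. CellTiter-Fluor was read first as a viability measure. BugLite was added 15 min before the final luminescent read of ARE-luciferase activity in A549 cells.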
# A549 tox: counter-screen for Nrf2 inhibitors: cytotoxicity in A549 cells. A549 ARE-Fluc cells, CellTiter-Fluor viability, 18-24 h. Potency, µM (doses to about 46 µM), for the others: top-dose activity change, negative = cytotoxicity, actives largely listed as inhibitors. hit rate 0.16% among 390,000. AID 504648; also: potency is read from the fitted curve at half-maximal effect; % is scaled to controls: 0 for no effect and ±100 for the full control effect
#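 A549 ARE-Fluc cells in 5% FBS OPTI-MEM, 5000 cells/well, rested 2 h then exposed to compounds in concentration-response for 18-24 h at 37 °C. Viability by CellTiter-Fluor fluorescence (Ex 405/Em 525) after 30 min; luciferase luminescence (BugLite, 15 min, RT) read afterwards.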
# Mm-Cpn inhibitor: M. maripaludis TRiC chaperonin inhibition; purified Mm-Cpn ATPase, ADP Transcreener TR-FRET; Potency, µM (titrated, usually from 76.9 µM), for inactives: top-dose activity, negative = inhibition, most hits filed as inhibitors; hit rate 0.031% among 330,000; also: potency is read from the fitted curve at half-maximal effect; % is scaled to controls: 0 for no effect and ±100 for the full control effect; nearly all actives have a fitted effect of over 80% in size
#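 Purified archaeal chaperonin (25 nM final) was preincubated with compound for 10 min at 37°C, then ATP (10 uM final) was added for 30 min at 37°C in Tris pH 7.4/KCl/MgCl2/DTT buffer. ADP was quantified by HTRF Transcreener TR-FRET.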
# HepG2 viability: counter-screen for TGF-b inhibitors: cytotoxicity in HepG2 cells; Potency, µM (titrated, usually from 46.1 µM), without a hit: at the top dose activity change, negative = cytotoxicity, actives largely listed as cytotoxic; AID 588856; HepG2 CAGA-GFP viability, ATP luminescence, 18 h; hit rate 0.76% among 410,000; also: potency is read from the fitted curve at half-maximal effect; some results filed as inactive show a strong effect at the top dose
#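 HepG2 CAGA-GFP cells (1000/well, DMEM with 1% FBS) received compound, then TGF-beta at 500 pg/mL final, and were incubated 18 hours at 37 degrees C. Viability was read by CellTiter-Glo luminescence. Media-only wells were set as complete cell-killing and DMSO as no toxicity.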
# * = called active by the depositor; i = inactive; u = inconclusive; x = not tested or not shown; [ ] = remark or other dose. Unless noted, calls follow the shape of the dose curve; as a rule, active = well fitted curve in the direction sought with a large enough effect; inconclusive = small, poorly fitted or top-dose-only effect, or another doubt; inactive = no such curve, though single readings can be large; an effect the other way counts as inactive or inconclusive.
SMILES,TGFb SMAD3 inh,Nrf2 ARE act,Abeta rescue,Akt phos inh,CCT modulator,Nrf2 block,A549 tox,Mm-Cpn inhibitor,HepG2 viability
CC1(C(=O)Nc2cccc(OC(F)(F)F)c2)Cc2c(-c3cccc(C(F)(F)F)c3)ccnc2O1 (stereo not drawn),u,0.4%,-8%,i,-0.8,x,x,x,-23%
CCCNC(=O)N1CCN(S(C)(=O)=O)CC1,-4%,0.0%,-8%,i,-2.5,2%,0%,-2%,-1%
O=C(CCN1C(=O)/C(=C\c2cccc(Br)c2)SC1=S)NCCCN1CCOCC1,-3%,18%,-13%,i,0.1,4%,-11%,-3%,-8%
O=C(Nc1ccccn1)c1cc(-n2cnnc2)ccc1Cl,10%,22%,-3%[9.22 µM],i,-0.5,x,-7%,0%,-4%
O=C(CSc1ccc2nnc(-c3ccccc3)n2n1)NCc1ccco1,1%,4.9%,8%,i,-2.7,2%,-4%,-2%,3%
O=C(O)c1ccc(Cn2ccc3ccccc32)o1,15%,3.0%,-17%,i,0.1,4%,0%,0%,-2%
Cc1ccc(NC(=O)CN(C)C(=O)COc2cc(F)ccc2[N+](=O)[O-])cc1,3%,5.0%,-5%,i,-2.0,12%,-9%,-16%,-25%
CNC(=O)c1ccsc1NC(=O)c1ccc2c(c1)CCCC2,u,22%,-6%,i,-1.9,u,-16%,-20%,-68%
O=C(O)c1ccc(/C=N/NC(=O)c2cc3ccccc3cc2O)cc1,u,-0.4%,1%,i,0.7,11%,-2%,-5%,-18%
CCc1ccc(C(=O)NC(CCSC)C(=O)O)cc1 (stereo not drawn),-12%,-0.2%[9.22 µM],-4%,i,-0.5,-14%,0%,0%,-15%
COc1ccc(-c2ocnc2C(=O)N2CCN(Cc3cccnc3)CC2)cc1,1%,0.4%,12%,i,-0.9,25%,10%,-1%,-1%
O=C(N/N=C/c1cc(Br)c(O)c(Br)c1)c1cccc(C(F)(F)F)c1,u,4.1%,-6%,i,2.5,4%,2%,-5%,-6%
COc1ccc(C(=O)O)cc1S(=O)(=O)NC1CCN(Cc2ccccc2)CC1,-1%,0.2%,13%,i,-0.6,2%,-12%,-2%,0%
CCN(CC)c1ccc(/C=N/NC(=O)c2ccco2)c(O)c1,u,0.2%,-12%,i,-0.2,1%,u,-2%,-15%
Cc1ccc(NC(=O)CCNC(=O)Cn2ccc3ccccc3c2=O)cc1F,-16%,-0.6%,-12%,i,-1.3,8%,6%,0%,11%
CSc1nc(N)nc(SCCS(=O)(=O)c2ccc(Cl)cc2)c1C#N,u,13µM*,16%,i,-3.7,u,-1%[1.84 µM],-2%,0%
O=C(Nc1ccccc1C(=O)Nc1ccc(Cl)cc1)c1cccnc1,-6%,0.2%,-37%[inhibitor],i,3.1,-15%,-7%,-1%,-3%
COc1cccc(CC(=O)Nc2cc(S(=O)(=O)N3CCOCC3)ccc2N2CCOCC2)c1,1%,-0.3%,20%,i,-2.2,-11%,1%,-2%,29%
CC(=O)NC(NC(=S)Nc1ccc(C)cc1C)C(Cl)(Cl)Cl (stereo not drawn),-16%,0.0%,3%,i,-1.3,11%,-9%,1%,-12%
CN1CCN(C(=O)C2CCN(c3ncnc4c3nc3n4CCCCC3)CC2)CC1,0%,2.4%,8%,i,-0.1,9%,11%,-1%,-2%
CC1=C(C(=O)N2CCCCCC2)CC(CC(=O)NCCCN(C)C)C(=O)N1Cc1ccc(F)cc1 (stereo not drawn),x,-0.3%,-11%,i,-0.5,x,x,x,x
CCCCN1C(=O)C(=O)N(CC(=O)N2N=C3/C(=C/c4ccco4)CCCC3C2c2ccco2)C1=O (stereo not drawn),-17%,u,-20%,i,0.6,4%,4%,-1%,-2%
CCOc1ccccc1C(=O)Nc1nnc(Cc2ccc(OC)c(OC)c2)s1,-2%,4.6%,-16%,i,-5.4,u,14%,1%,-1%
CCCCOc1ccc(/C=N/NC(=O)c2nnn(-c3nonc3N)c2C)cc1,-2%,-0.4%,-13%,x,-1.7,u,2%,-3%,10%
CC(=O)c1c(C)[nH]c(C(=O)CN2C(=O)NC3(CCCCC3)C2=O)c1C,-24%,2.4%,5%,i,-3.1,17%,-1%,0%,0%
Cc1cc(OCC(O)CN(C)C(=O)C(C)Oc2ccccc2)ccc1Cl (stereo not drawn),u,-0.1%,0%,i,-5.3,-14%,-2%,-2%,-30%
COc1ccc(CN2C(=O)c3cccnc3C2=O)cc1S(=O)(=O)NCc1ccc(C)o1,-13%,-0.8%,-11%,x,-0.9,7%,3%,1%,-10%
CN(C)c1ccc(-c2ccnc3c2CC(C)(C(=O)NCc2cccc(Cl)c2)O3)cc1 (stereo not drawn),u,-0.6%[9.22 µM],-3%,i,-2.5,x,x,x,-39%
N#Cc1cn(CC(=O)N2CCCc3ccccc32)c2ccccc12,1%,-0.4%,26%,i,-1.1,2%,-7%,1%,0%
N#Cc1ccccc1N/C=C/C(=O)c1ccc(Cl)cc1,-18%,u,-13%,i,0.2,u,-14%,x,-44%
CCNc1nc(OC)nc(Oc2ccc(C(=O)OC)cc2)n1,-6%,-0.4%,20%,i,-0.3,u,6%,-1%,12%
Cc1ccc(C(=O)NNC(=O)c2ccccc2OCc2c(C)noc2C)cc1,10%,-1.4%,-2%,i,1.1,u,3%,1%,-1%
COCCN(C(=O)c1cccc(OC)c1)c1nnc(-c2ccncc2)s1,3%,-0.1%,25%,i,0.4,2%,1%,0%,-3%
Cc1ccc(S(=O)(=O)N2CCN(Cc3ccccc3)CC2)c(C)c1N(C)S(=O)(=O)c1ccccc1,u,-0.3%,16%,i,-1.3,-18%,-4%,0%,-46%
CC(C)CCNC(=O)C12CN(Cc3ccccc3)CC1C(c1cccc([N+](=O)[O-])c1)=NO2 (stereo not drawn),u,14%,16%,i,0.6,-4%,3%,-2%,-22%
O=c1[nH]c2c(s1)C(c1ccco1)C1C3CCC(C3)C1S2 (stereo not drawn),-10%,7.7%,-32%[inhibitor],i,-3.7,-26%,-15%,-4%,-6%
Cc1c(-c2ccccc2Br)nc2ccccc2c1C(=O)O,-9%,-1.0%,5%,i,1.3,-5%,-4%,x,11%
O=C(NC(c1ccccc1)C(Cl)(Cl)Cl)c1ccccc1 (stereo not drawn),-4%,2.7%,21%,i,-4.8,u,-12%,4%,-20%
CSc1nc(Cl)cc(=O)[nH]1,25%,0.5%,-7%,i,0.0,8%,1%,0%,1%
Cc1sc2ncn(CC(=O)N3CCOCC3)c(=O)c2c1-c1ccccc1,3%,2.8%,1%,i,1.7,3%,-2%,3%,7%
COC(=O)c1c[nH]n2c(=O)c(Cl)c(C)nc12,13%,0.0%,-28%,i,-8.8,u,2%,3%,18%
CO/N=C/c1ccc(Oc2ccc(C)cc2)nc1,0%,2.5%,16%,i,-4.6,u,6%,0%,-5%
COc1ccc(/C=C/C(=O)c2nc3ccccc3n2CC(=O)c2ccc(OC)cc2)cc1,-6%,3.5%,0%,i,-1.7,1%,2%,-18%,-19%
Cc1nc2c(ncn2-c2ccccc2)c(=O)n1NC(=O)CN1CCOCC1,-7%,0.3%,7%,i,-0.8,-2%,4%,1%,3%
CCOC(=O)c1ccc(NC(=O)Cn2ncc(Cl)c(Cl)c2=O)cc1,u,u,-10%,i,-27,u,1%,-9%,16µM*
O=C(NCc1cccc(Br)c1)C1CCCCN1S(=O)(=O)c1ccc(F)cc1 (stereo not drawn),u,0.3%,-10%,x,x,0%,9%,x,-38%
Cc1ccc2c(CC(=O)N(Cc3cccc(Cl)c3)C3CCS(=O)(=O)C3)coc2c1 (stereo not drawn),u,5.6%,-1%,x,x,-18%,-13%,x,-5%
O=c1c2sc3ccccc3c2n(Cc2ccc(F)cc2Cl)c(=O)n1Cc1ccccc1,-1%,-0.4%,-1%,x,x,1%,0%,x,-7%
COc1ccc(C(CNC(=O)c2ccco2)N2CCCCC2)cc1 (stereo not drawn),0%,0.7%,-4%,i,-0.4,3%,-4%,1%,-3%
CC(C)C(=O)Nc1c(-c2ccc(Cl)cc2)c(=O)c2ccccc2n1C,2%,0.1%,-8%,i,-1.7,2%,1%,0%,-1%
CCOC(=O)Cc1cc(=O)c2c(=O)n(-c3ccccc3)[nH]c2[nH]1,-7%,1.8%,0%,i,0.3,-7%,-12%,-11%,-4%
Cc1ccc(S(=O)(=O)N2CCCC2C(=O)NCc2ccncc2)cc1 (stereo not drawn),-5%,0.1%,-3%,i,-0.6,6%,7%,0%,8%
CC(C)(C)c1cc(/C=N/O)cc(C(C)(C)C)c1O,-6%,-0.9%,4%,i,-1.1,-15%,15%,3%,-21%

# Compound activity: PubChem BioAssay, National Center for Advancing Translational Sciences (NCATS)
